LGR2 inh – Drosophila LGR2 receptor signaling inhibition | inhibition, % at 9.99 µM | actives 0.35% (n = 380,000) | HEK293 LGR2, CRE-luciferase, bursicon-stimulated, 4 h;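 active = drop in luminescence signal, shown as inhibition above about 50% in the replicate tests, limit read from the data, passing the limit was not always enough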;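 also: agonist challenge used bursicon conditioned medium at about half maximal strength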
CASP6 VEID inh – blocks human caspase-6 cleavage activity; P55212; purified caspase-6, Z-VEID-R110 cleavage fluorescence; inhibition, % at 12.5 µM; actives 0.53% (n = 350,000); AID 686996;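 active = mean inhibition across replicates at least about 35%, with every replicate also reaching that limit, limit read from the data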;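 also: 0% = median of neutral control wells and 100% = no fluorescence left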
Target sequence (P55212 24-179 limits assumed): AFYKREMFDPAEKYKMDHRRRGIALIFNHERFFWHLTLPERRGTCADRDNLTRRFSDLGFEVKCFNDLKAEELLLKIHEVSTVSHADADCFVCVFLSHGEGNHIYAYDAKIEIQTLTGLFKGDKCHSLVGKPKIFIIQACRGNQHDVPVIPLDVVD
Target sequence (P55212 194-293 limits assumed): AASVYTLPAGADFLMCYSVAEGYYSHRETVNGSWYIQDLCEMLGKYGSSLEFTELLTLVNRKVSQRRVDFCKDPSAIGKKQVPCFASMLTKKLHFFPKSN
esBAF inh – inhibitors of esBAF chromatin remodeling in mouse ES cells; Bmi1-luciferase knock-in reporter, 24 h; 100% = twice the neutral-well signal; reporter increase, % at 12.5 µM; actives 2% (n = 350,000); AID 602393; in the data active = activation above about 40%;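 also: 0% = median of the plate's neutral control wells and 100% = double that signal; a rise in the Bmi1 reporter signal indicates esBAF inhibition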
SIRT5 inh – blocks human SIRT5 desuccinylation of peptide; inhibition, % at 15 µM; Purified SirT5, succinyl-peptide AMC, trypsin-coupled fluorescence; actives 1.1% (n = 330,000); Q9NXA8; in the data active = inhibition above about 15%
Target sequence (Q9NXA8 whole entry, looked up): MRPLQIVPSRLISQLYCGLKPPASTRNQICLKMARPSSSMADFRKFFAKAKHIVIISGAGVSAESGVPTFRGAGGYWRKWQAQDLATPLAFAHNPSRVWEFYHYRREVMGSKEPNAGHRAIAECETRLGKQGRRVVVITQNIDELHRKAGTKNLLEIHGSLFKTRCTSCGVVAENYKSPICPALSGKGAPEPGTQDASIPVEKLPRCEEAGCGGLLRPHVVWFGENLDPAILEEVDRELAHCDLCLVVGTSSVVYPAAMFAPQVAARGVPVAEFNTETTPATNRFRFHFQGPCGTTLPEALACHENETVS
Statin myotox sup – protects C2C12 myotubes from simvastatin toxicity; ATP luminescence, 48 h; scaled: DMSO 0, geranylgeraniol control 100; rescue of ATP level, % at 7.49 µM; actives 0.78% (n = 330,000); AID 602340;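 active = mean ATP rescue above about 67%, or every replicate alone reaching that limit, limit read from the data, passing the limit was not always enough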;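 also: myotubes were challenged with 10 µM simvastatin during compound exposure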
FN deposit inh – fibronectin deposition inhibition. AH1F fibroblasts, Alexa488-fibronectin deposition fluorescence, overnight. inhibition, % at 12.6 µM. actives 0.086% (n = 350,000). AID 743247;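 active = mean inhibition across replicates of 30% or more, regardless of how many single replicates reach that level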;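 also: positive control wells lacked labelled fibronectin entirely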
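Measured by – fluorescence 485/525 nm · System – AH1F fibroblast monolayer, labelled fibronectin deposition · Amount – 10000 cells per well · Buffer or medium – serum-reduced DMEM (2% serum) · Doses – single dose, pinned · Also added – fluorescent fibronectin at 24 nM final · Schedule – 1 h cell attachment, overnight exposure to compound and label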
S100A4 inh HTS – S100A4-myosin IIA interaction inhibition | P26447 | actives 0.14% (n = 360,000) | inhibition, % at 10.7 µM | S100A4/TAMRA-MyoIIA peptide fluorescence polarization | AID 652163;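 active = mean inhibition of at least 70% across replicates, with every replicate also reaching that level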
Target sequence (P26447 whole entry, looked up): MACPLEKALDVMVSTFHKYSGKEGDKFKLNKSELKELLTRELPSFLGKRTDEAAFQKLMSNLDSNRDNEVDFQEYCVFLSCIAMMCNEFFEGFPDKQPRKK
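Material: S100A4 monomer (human). Medium: Calcium-containing HEPES buffer, pH 7.2. Probe or stimulus: labelled myosin peptide probe, 5 nM. Compound dosing: one concentration per compound. Timing: polarization read 5 min after assay mix addition, stable 5–60 min. Benchmarks: DMSO as neutral control, TFP as positive control.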
* marks the source's active call; other numbers are inactive results; · = not tested or not shown. The list is partial; count on the stated rates, not on these rows.

item	SMILES	LGR2 inh	CASP6 VEID inh	esBAF inh	SIRT5 inh	Statin myotox sup	FN deposit inh	S100A4 inh HTS
1	Cc1ccc(S(=O)(=O)Nc2ccc3c(c2)C(=O)N([C@@H](C)CO)C[C@@H](C)[C@@H](CN(C)C(=O)Nc2c(C)noc2C)O3)cc1	-1	·	0	-5	0	-1	4
2	CCCCN(C)CCCNC(=O)C1CCC(CNS(=O)(=O)c2c(C)cc(C)cc2C)CC1 (stereo not drawn)	6	-28	-4	-4	-6	13	-1
3	CN(C)C(=O)c1cccc(-c2ccccc2[C@@H]2[C@@H](C#N)N(C(=O)C3CCCC3)[C@H]2CO)c1	-13	0	·	-8	·	-7	3
4	COc1ccc(NC(=O)N(C)C[C@H]2Oc3c(NC(=O)c4cnccn4)cccc3C(=O)N([C@H](C)CO)C[C@@H]2C)cc1	9	-4	8	-1	0	·	5
5	CC(=O)c1ccc(NC(=O)CSc2nc3[nH]c(=O)cc(O)c3s2)cc1	0	5	-1	-1	13	9	-4
6	Cc1ccccc1S(=O)(=O)N(CC(O)CN1CCCCC1)c1ccccc1 (stereo not drawn)	-16	-2	2	-4	0	10	-2
7	CCCCNC(=O)c1nc(-c2ccc(C(F)(F)F)cc2)oc1-c1ccccc1	-6	-1	·	-3	·	-4	1
8	COc1ccc(-c2ccc3c(c2)S(=O)(=O)c2cccc(C(=O)N4CCN(c5ccc(Cl)cn5)CC4)c2C3=O)cc1OC	6	-6	-3	·	3	3	0
9	COc1cc(C=NCc2ccccc2)ccc1O	1	·	·	-2	·	4	1
10	COCCNC(=O)C1=NOC(Cn2cc(C#N)c(=O)n(C)c2=O)C1 (stereo not drawn)	·	-1	-9	0	0	-7	0
11	O=C(CN1C(=O)NC2(CCCCCC2)C1=O)Nc1ccc(Cl)c([N+](=O)[O-])c1	9	-1	-4	-7	-10	5	-2
12	COc1ccc(C(C(=O)NC2CCCC2)N(C(=O)c2csnn2)C2CCCC2)cc1 (stereo not drawn)	-7	0	-2	-9	9	2	-18
13	CCOC(=O)C1=C(N)Oc2ccc3ccccc3c2C1c1ccc(O)c(OC)c1 (stereo not drawn)	6	0	-5	-2	38	5	-3
14	CCCN1C(=O)CN(C2CCCCCC2)C(=O)C1c1ccc(C)cc1 (stereo not drawn)	-21	·	-6	·	-25	4	·
15	CC(C)n1c(O)c(N=NC(=O)CNC(=O)c2cccnc2)c2ccccc21	2	-2	-2	-1	-5	10	-7
16	COc1ccc(CCNC2CC(=O)N(N(C)C)C2=O)cc1OC (stereo not drawn)	0	-5	-1	-2	1	·	-3
17	CCC(C)/C=C/C1=CC2=C(Cl)C(=O)C3(C)OC(=O)C(C(=O)C(C)C(C)O)C3C2=CO1 (stereo not drawn)	19	15	1	·	-11	·	-5
18	Cc1cc(C)c(C#N)c(N2CCN(C(=O)C3COc4ccccc4O3)CC2)n1 (stereo not drawn)	·	-1	6	-5	-7	-12	-7
19	Cc1ccc(SCC(=O)NCCN2C(=O)CSC2=O)cc1C	·	·	11	·	3	-6	·
20	O=C(Cn1cnc2c(NCc3ccccc3)ncnc21)NCc1ccccn1	0	3	0	-2	23	0	-1
21	Cc1csc2ncnc(N3CCN(S(=O)(=O)c4cccc(C(F)(F)F)c4)CC3)c12	3	-1	-24	-1	-24	·	0
22	CCN(Cc1cc2ccccc2[nH]c1=O)C(=O)c1cccc([N+](=O)[O-])c1	-1	5	·	-4	·	5	-3
23	O=C(C[C@H]1C=C[C@@H](NC(=O)c2ccccc2)[C@H](CO)O1)NCc1ccc(Oc2ccccc2)cc1	0	-1	-1	4	6	13	15
24	COc1ccc(NC(=O)COC(=O)C2COc3ccccc3O2)cc1 (stereo not drawn)	-7	-1	-4	·	-1	·	0
25	CC(C)NC(=O)N(C)C[C@H]1OCCCC[C@@H](C)Oc2ccc(NC(=O)Nc3cccc4ccccc34)cc2C(=O)N([C@H](C)CO)C[C@@H]1C	15	-1	-12	3	·	-5	43

The list continues:
cpd | compound | LGR2 inh | CASP6 VEID inh | esBAF inh | SIRT5 inh | Statin myotox sup | FN deposit inh | S100A4 inh HTS
26 | CCCCN1C(Nc2ccccc2)=NC[C@@H]1Cc1ccccc1 | -2 | 14 | -3 | · | -8 | 1 | -2
27 | C/C=C/c1ccc([C@@H]2[C@@H](CO)N3C(=O)CN(S(=O)(=O)c4ccccc4)C[C@H]23)cc1 | 4 | 3 | · | -1 | · | 6 | 7
28 | C[C@@H]1CCCCO[C@@H](CN(C)S(=O)(=O)c2ccccc2)[C@H](C)CN([C@H](C)CO)C(=O)c2cc(N(C)C)ccc2O1 | -1 | -3 | 7 | 0 | -23 | · | -13
29 | CCOC(=O)/C(=C/C=C1\Sc2cc(OCC)c(OCC)cc2N1CC)C(C)=O | -4 | -3 | · | 10 | · | -29 | -60
30 | O=C(CSc1nnc(CN2CCCC2)n1-c1ccc(F)cc1)c1ccc2c(c1)OCO2 | 6 | 1 | 3 | 2 | 25 | 15 | -4
31 | CN=C1S/C(=C\c2ccc(O)c(Br)c2)C(=O)N1C | -33 | -2 | 23 | 0 | -23 | -5 | 0
32 | C[C@H](CO)N1C[C@H](C)[C@@H](CN(C)C(=O)C2CCOCC2)Oc2ncc(/C=C/c3ccccc3)cc2C1=O | 9 | 1 | -1 | -8 | 10 | · | -6
33 | Cc1cc(NC(=O)CSc2ccc3nnc(-c4ccccc4)n3n2)no1 | -24 | 0 | -9 | -4 | 3 | · | 8
34 | C[C@@H]1CCCCO[C@H](CN(C)C(=O)Nc2cccc3ccccc23)[C@@H](C)CN([C@H](C)CO)C(=O)c2cc(NS(=O)(=O)c3ccccc3)ccc2O1 | 17 | 0 | -4 | 5 | · | -6 | -1
35 | Cc1cnc(C(=O)OCc2csc(CC(=O)Nc3ccccc3C)n2)cn1 | -4 | 1 | -6 | -2 | -4 | 1 | -1

Compound profiles, from the list above:
`CN=C1S/C(=C\c2ccc(O)c(Br)c2)C(=O)N1C` is entered as LGR2 inh = -33; CASP6 VEID inh = -2; esBAF inh = 23; SIRT5 inh = 0; Statin myotox sup = -23; FN deposit inh = -5; S100A4 inh HTS = 0
`Cc1cnc(C(=O)OCc2csc(CC(=O)Nc3ccccc3C)n2)cn1` is entered as LGR2 inh = -4; CASP6 VEID inh = 1; esBAF inh = -6; SIRT5 inh = -2; Statin myotox sup = -4; FN deposit inh = 1; S100A4 inh HTS = -1

Remaining list, next part
cpd | compound | LGR2 inh | CASP6 VEID inh | esBAF inh | SIRT5 inh | Statin myotox sup | FN deposit inh | S100A4 inh HTS
36 | Cc1ccc(NS(=O)(=O)c2cc(C(=O)O)ccc2Cl)cc1 | -4 | · | 3 | · | 0 | · | ·
37 | C/C=C/c1ccc([C@@H]2[C@H](CO)N(S(C)(=O)=O)[C@H]2CN(CC)C(=O)CC)cc1 | 3 | · | 1 | -12 | -8 | -5 | ·
38 | C[C@@H]1CN([C@H](C)CO)S(=O)(=O)c2ccc(C#C[C@@H](C)O)cc2O[C@H]1CN(C)C(=O)c1ccncc1 | 4 | 0 | -4 | -4 | 9 | -1 | -3
39 | Brc1c(-c2ccccc2)nc2n1Cc1ccccc1-2 | -106 | 0 | 39 | · | -18 | 2 | -4
40 | CCNC(=O)[C@@H]1[C@@H](CO)[C@@H]2Cn3c(ccc(-c4ccccc4OC)c3=O)[C@@H]2N1S(C)(=O)=O | 1 | -2 | 1 | -3 | -6 | · | 16
41 | Cc1ccc(-c2cnc3c(c2)C(=O)N([C@H](C)CO)C[C@@H](C)[C@H](CN(C)Cc2ccccc2C(=O)O)O3)cc1 | 6 | -3 | 6 | -2 | 15 | · | 4
42 | CC1=C(C)CC(C(=O)Nc2ccc(C(N)=O)cc2)C(C(=O)O)C1 (stereo not drawn) | · | · | -1 | · | 0 | 15 | ·
43 | COc1ccc(Cl)c2sc(N(CCN(C)C)C(=O)C3=COCCO3)nc12 | 18 | 9 | 1 | -4 | 1 | 3 | 1
44 | COC(=O)c1c(NC(=O)c2cccc(N3C(=O)CCC3=O)c2)sc2c1CCN(C(C)=O)C2 | -14 | 1 | · | 3 | · | 1 | 39
45 | CC(C)(C)Nc1nc2cc([N+](=O)[O-])ccc2o1 | -6 | -4 | 9 | -2 | -8 | -6 | -1
46 | O=C(Cc1ccc(Cl)cc1)Nc1cccc(C(=O)Nc2ccccc2C(=O)O)c1 | -11 | 4 | 8 | 4 | 11 | 2 | 3
47 | COC(=O)C1=C(C)N(C)C(=NCc2ccccc2)NC1CCc1ccccc1 (stereo not drawn) | -14 | -5 | · | -2 | · | 3 | -3
48 | CN1CCN(C(=O)C[C@H]2CC[C@H]3[C@@H](COC[C@@H](O)CN3C(=O)Nc3ccc(F)cc3)O2)CC1 | -32 | 0 | -3 | 4 | -10 | -8 | 2
49 | Cc1nc2oc3ccc(F)cc3c(=O)c2cc1C(=O)NC(C)(C)C | -6 | 0 | 37 | · | 8 | -1 | 1
50 | Cn1c(NC(=O)c2ccccc2)c(-c2ccccn2)c(=O)c2ccccc21 | · | -1 | -2 | 6 | 58 | · | 7
51 | O=C(COC(=O)CNC(=O)c1ccccc1)Nc1ccc(Cl)cc1C(F)(F)F | -10 | 1 | · | -6 | · | 16 | -2
52 | CC(=O)Nc1ccc(C(=O)OCC(=O)c2ccc(F)cc2)cc1 | -11 | -1 | · | -1 | · | -10 | -2
53 | Cc1cc2cc(C=C(C#N)C#N)c(Cl)nc2cc1C | 11 | 6 | 30 | -4 | -2 | 2 | 3
54 | N#Cc1ccc(CSc2nnc3ccccn23)cc1 | -22 | -4 | · | 2 | · | 10 | -2
55 | CCN1CCC(NC(=O)Nc2ccccc2C(=O)OC)CC1 | -1 | -4 | · | -1 | · | 3 | 10

An excerpt of these results, with values under each structure.
The line under a structure holds: LGR2 inh	CASP6 VEID inh	esBAF inh	SIRT5 inh	Statin myotox sup	FN deposit inh	S100A4 inh HTS
9	COc1cc(C=NCc2ccccc2)ccc1O
 : 1	·	·	-2	·	4	1
10	COCCNC(=O)C1=NOC(Cn2cc(C#N)c(=O)n(C)c2=O)C1 (stereo not drawn)
 : ·	-1	-9	0	0	-7	0

More entries follow.
cpd | compound | LGR2 inh | CASP6 VEID inh | esBAF inh | SIRT5 inh | Statin myotox sup | FN deposit inh | S100A4 inh HTS
56 | CCCNS(=O)(=O)c1cccc(C(=O)NC2CCCc3ccccc32)c1 (stereo not drawn) | · | · | 10 | · | 1 | 13 | ·
57 | COC(=O)c1c(N2C(=O)[C@H]3[C@@H](C2=O)[C@]2(C(=O)Nc4c(C)cc(C)cc42)N2CCC[C@@H]32)sc(C)c1C | -6 | 0 | -1 | -1 | 13 | -11 | 1
58 | Cc1ccc(NCCCCO)cc1C | -2 | -2 | 10 | 1 | -7 | 14 | -24
59 | COC(=O)c1cccc(-n2c(C)cc(C=O)c2C)c1 | 4 | -3 | · | 3 | · | -2 | -3
60 | CN1CCN(C(=O)C[C@H]2CC[C@H]3[C@@H](COc4ccc(NC(=O)c5cccs5)cc4C(=O)N3C)O2)CC1 | 10 | 4 | -2 | 3 | -11 | 8 | 4
61 | Cc1ccc(S(=O)(=O)N(C)C[C@H]2OCc3ccccc3-c3ccccc3C(=O)N([C@@H](C)CO)C[C@@H]2C)cc1 | 16 | -2 | -4 | 2 | -10 | -2 | -6
62 | CN(Cc1ccccc1)S(=O)(=O)c1ccc(OCC(=O)NCc2ccccn2)cc1 | 6 | -3 | -2 | 0 | 3 | -2 | -2
63 | CC(C)c1nc(N2CCN(C(=O)c3ccco3)CC2)c2c3c(sc2n1)CCCC3 | · | · | 10 | · | 2 | -7 | ·

Screens deposited in PubChem BioAssay by Broad Institute.
